Assay outcomes deposited in PubChem BioAssay by National Center for Advancing Translational Sciences (NCATS).
PI5P4Ka inh: PI5P4K alpha (human) kinase inhibition | P48426 | PI5P4Kalpha enzyme, ADP-Glo luminescence, 60 min; hits give low values | max response, % | hit rate 1.2% among 330,000 | AID 652105; active = max response of -50% or lower; inconclusive = between -30% and -50%; inactive = -30% or higher; note: value at the top dose of about 77 µM; % is set by controls: 0 for no effect and ±100 for the full control effect
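qHTS, 1536-well: enzyme/substrate mix, compound by pin tool, 5 microM ATP final; RT 60 min; ADP-Glo reagents 1 (45 min) then 2 (30 min); luminescence.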
EPAC1 antag: antagonists of human EPAC1 | O95398 | EPAC1 GEF assay, Rap1b-BODIPY-GDP exchange fluorescence | AID 720709 | Potency, µM (titrated, usually from 115 µM), for the others: at the highest dose activity change, negative = inhibition, actives largely listed as inhibitors | hit rate 0.14% among 360,000;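 note: potency is the fitted concentration of half-maximal effect; plate controls were vehicle for no effect and positive control for full effect; nearly all actives have a fitted effect of over 50% in size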
Target sequence (O95398 whole entry, looked up): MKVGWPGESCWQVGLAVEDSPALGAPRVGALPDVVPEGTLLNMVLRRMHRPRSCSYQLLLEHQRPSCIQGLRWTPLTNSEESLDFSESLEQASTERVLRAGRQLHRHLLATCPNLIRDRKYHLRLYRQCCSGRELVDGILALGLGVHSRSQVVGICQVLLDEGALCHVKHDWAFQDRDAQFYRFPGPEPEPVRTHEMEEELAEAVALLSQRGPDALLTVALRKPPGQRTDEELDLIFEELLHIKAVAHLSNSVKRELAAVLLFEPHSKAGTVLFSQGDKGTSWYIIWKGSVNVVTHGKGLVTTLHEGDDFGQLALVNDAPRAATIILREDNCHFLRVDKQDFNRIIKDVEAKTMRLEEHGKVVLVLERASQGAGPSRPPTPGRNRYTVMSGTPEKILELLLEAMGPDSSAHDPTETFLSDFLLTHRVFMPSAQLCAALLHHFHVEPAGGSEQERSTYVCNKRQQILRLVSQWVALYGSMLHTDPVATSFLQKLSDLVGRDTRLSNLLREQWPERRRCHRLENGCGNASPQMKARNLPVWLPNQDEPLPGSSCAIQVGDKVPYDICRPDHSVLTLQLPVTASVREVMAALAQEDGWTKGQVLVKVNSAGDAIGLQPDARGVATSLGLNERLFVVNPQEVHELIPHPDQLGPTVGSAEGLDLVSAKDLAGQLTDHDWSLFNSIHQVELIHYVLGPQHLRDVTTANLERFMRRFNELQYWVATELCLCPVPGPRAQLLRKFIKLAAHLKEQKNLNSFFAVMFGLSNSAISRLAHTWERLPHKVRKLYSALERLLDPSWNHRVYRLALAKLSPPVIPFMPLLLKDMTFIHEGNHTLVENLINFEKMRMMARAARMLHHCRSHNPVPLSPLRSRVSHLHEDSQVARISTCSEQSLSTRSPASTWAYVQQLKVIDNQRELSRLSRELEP
IL2 activator: IL-2 activation; IL-2 activation reporter assay, cell-based qHTS; stimulated with anti-CD3/CD4/CD28 beads; in transgenic mouse T cells; activation, % (series mostly up to about 46 µM); AID 652025; hit rate 0.065% among 360,000; in the data active = activation above about 50%; inconclusive = mostly about 30% to 49%; note: 0% is about no effect
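Unstimulated transgenic mouse T cells, 750 per well, received compound and, after 60 minutes, anti-CD3/anti-CD4 bead plus anti-CD28 stimulation. EGFP and DsRed were quantified after 18 hours.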
WRN helicase inh: blocks human WRN helicase | Q14191 | WRN helicase unwinding, fluorescent forked duplex, kinetic | Potency, µM (series often up to 114 µM), for inactives: at the top dose activity change, negative = inhibition, usual class: inhibitors | hit rate 0.46% among 360,000; note: potency is the fitted concentration of half-maximal effect; % is set by controls: 0 for no effect and ±100 for the full control effect; nearly all actives have a fitted effect of over 55% in size
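Screening of the MLSMR collection measured strand separation of a quenched forked DNA duplex (100 nM) by 20 nM WRN with 2 mM ATP, all final. Compounds were preincubated with enzyme 15 min at room temperature.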
PLK1 PBD block: PLK1 (human) polo-box domain binding inhibition. Plk1 PBD binding of FITC phosphopeptide, fluorescence polarization. Potency, µM, for the others: max response, negative = inhibition, actives largely listed as inhibitors. hit rate 2.8% among 360,000. AID 720504; note: potency is the fitted concentration of half-maximal effect; series mostly up to about 57 µM; % is set by controls: 0 for no effect and ±100 for the full control effect; nearly all actives have a fitted effect of over 65% in size
FUS suppressor: rescues growth of FUS-expressing yeast | S. cerevisiae FUS-expressing, growth rescue, OD600, 24 h | hit rate 0.24% among 390,000 | Potency, µM (top dose mostly 76.6 µM), for the others: at the top dose growth rescue (activation), most hits filed as activators;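 note: potency is the fitted concentration of half-maximal effect; plate controls were DMSO vehicle for no effect and reference control for full effect; nearly all actives have a fitted effect of over 55% in size; some results filed as inactive show a strong effect at the top dose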
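Yeast expressing FUS under galactose induction, OD 0.005 in 2% galactose medium; compounds in a dilution series, 24 h at 30C. Growth rescue by absorbance at 600 nm; CP55940 positive control, DMSO negative.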
Abeta rescue: compounds reversing amyloid beta toxicity in yeast; yeast expressing A-beta42, growth rescue, OD600, 48 h; response scale: 0% DMSO, 100% iron-clioquinol control; Potency, µM (titrated, usually from 46.1 µM), inactives show at the top dose growth rescue, actives largely listed as activators; hit rate 0.063% among 410,000; AID 1347071; note: potency is the fitted concentration of half-maximal effect; nearly all actives have a fitted effect of over 55% in size
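Yeast A-beta toxicity model in growth medium with pinned compounds, 48 h at 30 C; growth read as absorbance at 600 nm. Normalized to FeCl3/clioquinol equimolar mix (positive) and DMSO (negative).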
EPAC1 ag: agonists of human EPAC1 | O95398 | EPAC1 agonist qHTS, biochemical assay; response scale: 100% = response to 6.5 mM cAMP | Potency, µM (series often up to 154 µM), for the others: at the highest dose activation, hits mostly activators | hit rate 0.073% among 360,000 | AID 720707; note: potency is the fitted concentration of half-maximal effect; nearly all actives have a fitted effect of over 60% in size
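Nucleotide exchange by EPAC1 (100 nM) on Rap1B–BODIPY-GDP (250 nM) in the presence of 50 uM GDP is tracked fluorescently at 480/540 nm over 30 min. Signals are normalized to a 6.5 mM cAMP control.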
Starred values were filed as active, the others as inactive; & = joins results of further samples; [ ] = remark or other dose. Unless noted, calls come from the whole dose curve; as a rule, active = well fitted curve in the direction sought with a large enough effect; inconclusive = small, poorly fitted or top-dose-only effect, or another doubt; inactive = no such curve, though single readings can be large; an effect the other way counts as inactive or inconclusive.

COc1ccc(NC(=S)N(CCC(C)C)C(C)c2ccncc2)cc1 (stereo not given) was read as PI5P4Ka inh -1.7, EPAC1 antag -8.3%, IL2 activator -3.9, WRN helicase inh -7.5%, PLK1 PBD block -0.7%, FUS suppressor 18.6%, Abeta rescue 6.1% and EPAC1 ag 4.7%.
For O=C(C[n+]1cc(Br)cc2ccccc21)c1ccc(Cl)cc1 the results were PI5P4Ka inh -14.3, EPAC1 antag 11.8%, IL2 activator -2.7, WRN helicase inh 2.0%, PLK1 PBD block inconclusive, FUS suppressor 52.0%, Abeta rescue 8.7% and EPAC1 ag 4.1%.
Screening COCCn1c(SCC(=O)Nc2ccc(NC(C)=O)cc2)nc2ccccc2c1=O returned PI5P4Ka inh 2.9, EPAC1 antag 4.7%, IL2 activator -3.1, WRN helicase inh 1.5%, PLK1 PBD block -2.7%, FUS suppressor 25.4%, Abeta rescue -18.1% and EPAC1 ag 3.5%.
`Cc1c(O)ccc2c(O)c(NC(=O)c3ccc4c(c3)CCC(C)(C)O4)c(=O)oc12` gave PI5P4Ka inh 0.7, EPAC1 antag 3.9%, IL2 activator 2.8, WRN helicase inh -10.8%, PLK1 PBD block -4.2%, FUS suppressor -11.1%, Abeta rescue 17.1% and EPAC1 ag 7.1%.
N#CC1(c2ccccc2)CCC(=O)N1c1ccccc1 (stereo not given) was read as PI5P4Ka inh -4.4, EPAC1 antag -8.5%, IL2 activator 2.4, WRN helicase inh -6.2%, PLK1 PBD block 8.0%, FUS suppressor -3.7%, Abeta rescue -5.2% and EPAC1 ag 7.7%.
For COc1ccc(CNC(=O)C(OC(=O)c2ccco2)c2ccc(OC)cc2)cc1 (stereo not given) the results were EPAC1 antag 3.5%, IL2 activator -1.1, WRN helicase inh 4.5%, PLK1 PBD block -0.2%, FUS suppressor 3.4%, Abeta rescue 19.7% and EPAC1 ag -17.4%.
Screening CC(NC(=S)NC1CCCCC1)C(c1cccs1)N1CCOCC1 (stereo not given) returned PI5P4Ka inh 3.6, EPAC1 antag -3.4%, IL2 activator 3.5, WRN helicase inh -2.2%, PLK1 PBD block 1.3%, FUS suppressor 13.8%, Abeta rescue 19.5% and EPAC1 ag -0.4%.
For C[C@@H]1CN(Cc2nc(Cc3ccccc3F)no2)C[C@H](C)O1 the results were PI5P4Ka inh 1.3, EPAC1 antag -13.0%, IL2 activator -0.2, WRN helicase inh -26.4%, PLK1 PBD block -2.5%, FUS suppressor -2.7%, Abeta rescue -3.1% and EPAC1 ag -7.5%.
For CCOCCOC(=O)c1[nH]c2c(c1C)C(=O)CC(c1cccs1)C2 (stereo not given) the results were PI5P4Ka inh -1.1, EPAC1 antag 8.6%, IL2 activator -4.2, WRN helicase inh -6.6%, PLK1 PBD block 2.1%, FUS suppressor 5.8%, Abeta rescue -0.8% and EPAC1 ag 2.3%.
`O=C(/C=C/c1cccc([N+](=O)[O-])c1)OCC1CCCO1` (stereo not given) gave PI5P4Ka inh -0.1, EPAC1 antag 2.1%, IL2 activator 0.7, WRN helicase inh -4.9%, PLK1 PBD block 0.2%, FUS suppressor -16.5%, Abeta rescue 16.5% and EPAC1 ag 0.1%.
Screening CCc1ccc([C@@H]2CC(=O)[C@@H]3CN(S(=O)(=O)c4ccccc4C)[C@H](c4ccc(Cl)cc4)C[C@@H]3N2S(=O)(=O)c2ccc(C)cc2)cc1 returned PI5P4Ka inh 0.0, EPAC1 antag 1.4%, IL2 activator 0.8, WRN helicase inh 1.0%, PLK1 PBD block -12.0%, FUS suppressor -7.6%, Abeta rescue -10.0% and EPAC1 ag 9.3%.
`CCOC(=O)c1nn(-c2ccccc2C)c2nc(-c3ccc(Cl)cc3)c(C#N)c(=O)n12` gave PI5P4Ka inh 1.1, EPAC1 antag 12.4%, IL2 activator 0.3, WRN helicase inh -8.2%, PLK1 PBD block 2.7%, FUS suppressor 24.6%, Abeta rescue 11.0% and EPAC1 ag 7.0%.
COc1ccc(CCNc2ccc([N+](=O)[O-])cn2)cc1 was read as PI5P4Ka inh 1.3, EPAC1 antag 6.1%, IL2 activator 1.1, WRN helicase inh 4.1%, PLK1 PBD block -16.5%, FUS suppressor -7.2%, Abeta rescue -7.5% and EPAC1 ag -0.3%.
`Cc1nc(P(=O)(c2ccccc2)c2ccccc2)c(N2CCOCC2)o1` gave PI5P4Ka inh -1.0, EPAC1 antag 4.0%, IL2 activator -3.1, WRN helicase inh 8.4%, PLK1 PBD block -6.5%, FUS suppressor -0.4%, Abeta rescue 16.5% and EPAC1 ag 8.0%.
`COc1ccccc1C(O)P(=O)(OC(C)C)c1ccc(N(C)C)cc1` (stereo not given) gave EPAC1 antag -0.7%, IL2 activator -2.4, WRN helicase inh 0.3%, PLK1 PBD block -0.5%, FUS suppressor 18.2%, Abeta rescue -1.5% and EPAC1 ag 5.2%.
Screening CNC(=S)NNC(=O)c1sccc1OCc1cccc(C(F)(F)F)c1 returned EPAC1 antag -0.7%, IL2 activator -2.8, WRN helicase inh 0.9%, PLK1 PBD block -9.9%, FUS suppressor 37.3%, Abeta rescue 12.5% and EPAC1 ag -8.0%.
Screening COc1ccc(C(=O)NCCc2cc3ccc(C)c(C)c3[nH]c2=O)cc1OC returned PI5P4Ka inh -2.8, EPAC1 antag -11.7%, IL2 activator 0.4, WRN helicase inh -0.9%, PLK1 PBD block -4.4%, FUS suppressor -16.6%, Abeta rescue 0.5% and EPAC1 ag -1.2%.
For O=c1[nH][nH]c(=O)c2cc([N+](=O)[O-])ccc12 the results were PI5P4Ka inh -18.3&-7.5, EPAC1 antag 14.9%&-5.7%, IL2 activator 0.1&-0.3, WRN helicase inh -3.2%&-1.5%, PLK1 PBD block 0.9%&-6.3%, FUS suppressor 25.8%&-32.7%, Abeta rescue -8.8%&-20.6% and EPAC1 ag 1.7%&2.0%.
For O=C1COc2ccccc2N1Cc1ccccc1Cl the results were PI5P4Ka inh 0.3, EPAC1 antag 3.1%, IL2 activator 0.3, WRN helicase inh -2.8%, PLK1 PBD block -3.1%, FUS suppressor -0.8%, Abeta rescue 4.8% and EPAC1 ag 9.1%.
Screening COc1ccc(CC(=O)NCc2nnc(SCC(=O)Nc3ncc(C)s3)n2C)cc1 returned PI5P4Ka inh inconclusive, EPAC1 antag -7.5%, IL2 activator -0.8, WRN helicase inh 0.2%, PLK1 PBD block 13.4µM*, FUS suppressor 9.3%, Abeta rescue -16.3% and EPAC1 ag -0.5%.
`CC(C)(C)c1ccc(C(=O)O/N=C(\N)c2ccccc2)cc1` gave PI5P4Ka inh 6.0, EPAC1 antag -2.4%, IL2 activator -2.3, WRN helicase inh -7.0%, PLK1 PBD block -8.4%, FUS suppressor -28.3%, Abeta rescue -57.8%[inhibitor] and EPAC1 ag 6.5%.
Cc1ccccc1C(=O)NC(=S)Nc1sc2c(c1C#N)CCC(C)C2 (stereo not given) was read as PI5P4Ka inh -2.0, EPAC1 antag 10.9%, IL2 activator -0.6, WRN helicase inh 18.4%, PLK1 PBD block 18.9µM*, FUS suppressor 12.7%, Abeta rescue -0.1% and EPAC1 ag 10.2%.
Screening Fc1ccccc1N1CCN(c2nc(-c3cccs3)nc3ccccc23)CC1 returned PI5P4Ka inh 17.1, EPAC1 antag -5.8%, IL2 activator -1.4, WRN helicase inh -12.2%, PLK1 PBD block 1.9%, FUS suppressor 37.5%, Abeta rescue 15.7% and EPAC1 ag -3.2%.
`O=C(Nc1ccc(Cl)cc1)C1CC=CCC1C(=O)OCC(F)(F)C(F)F` (stereo not given) gave EPAC1 antag 7.8%, IL2 activator -0.7, WRN helicase inh -2.7%, PLK1 PBD block -1.9%, FUS suppressor -9.3%, Abeta rescue 9.5% and EPAC1 ag -4.0%.
For Cc1ccc(C(=O)NCC(=O)OCC(=O)Nc2ccccc2C#N)s1 the results were PI5P4Ka inh -0.5, EPAC1 antag -13.9%, IL2 activator 0.0, WRN helicase inh -2.7%, PLK1 PBD block -2.5%, FUS suppressor 5.7%, Abeta rescue 0.6% and EPAC1 ag 3.7%.
For Cc1cc(C)c2nc(SCC(=O)NCCC3=CCCCC3)cc(C)c2c1 the results were PI5P4Ka inh -1.7, EPAC1 antag -8.8%, IL2 activator 0.4, WRN helicase inh 9.4%, PLK1 PBD block inconclusive, FUS suppressor -8.4%, Abeta rescue 2.7% and EPAC1 ag 9.6%.
`CN1CCN(c2ccc(NC(=O)N3CCc4ccccc43)cc2)CC1` gave PI5P4Ka inh -1.5, EPAC1 antag -13.1%, IL2 activator -1.9, WRN helicase inh -4.1%, PLK1 PBD block -19.1%, FUS suppressor 27.4%, Abeta rescue 2.7% and EPAC1 ag -6.0%.
For O=C(O)c1cn(-c2ccc(F)cc2)c2cc(Cl)c(F)cc2c1=O the results were PI5P4Ka inh -2.2, EPAC1 antag -1.9%, IL2 activator -2.2, WRN helicase inh 8.9%, PLK1 PBD block -19.9%, FUS suppressor -14.1%, Abeta rescue -14.2% and EPAC1 ag 1.4%.
`CCC(C)c1ccccc1NC(=O)COC(=O)c1ccc2[nH]c3c(c2c1)CCCC3` (stereo not given) gave PI5P4Ka inh 7.4, EPAC1 antag -15.2%, IL2 activator -0.6, WRN helicase inh -29.3%, PLK1 PBD block -5.6%, Abeta rescue 22.1% and EPAC1 ag -8.7%.
Screening COc1ccc(/C(N)=N/OC(=O)Oc2ccccc2)cc1 returned PI5P4Ka inh -16.5, EPAC1 antag 4.6%, IL2 activator -1.8, WRN helicase inh 6.1%, PLK1 PBD block 2.3%, FUS suppressor 10.8%, Abeta rescue 2.6% and EPAC1 ag -1.8%.

Of the compounds above, these contain a nitro group on carbon:
`O=C(/C=C/c1cccc([N+](=O)[O-])c1)OCC1CCCO1` (stereo not given) gave PI5P4Ka inh -0.1, EPAC1 antag 2.1%, IL2 activator 0.7, WRN helicase inh -4.9%, PLK1 PBD block 0.2%, FUS suppressor -16.5%, Abeta rescue 16.5% and EPAC1 ag 0.1%.
COc1ccc(CCNc2ccc([N+](=O)[O-])cn2)cc1 was read as PI5P4Ka inh 1.3, EPAC1 antag 6.1%, IL2 activator 1.1, WRN helicase inh 4.1%, PLK1 PBD block -16.5%, FUS suppressor -7.2%, Abeta rescue -7.5% and EPAC1 ag -0.3%.
For O=c1[nH][nH]c(=O)c2cc([N+](=O)[O-])ccc12 the results were PI5P4Ka inh -18.3&-7.5, EPAC1 antag 14.9%&-5.7%, IL2 activator 0.1&-0.3, WRN helicase inh -3.2%&-1.5%, PLK1 PBD block 0.9%&-6.3%, FUS suppressor 25.8%&-32.7%, Abeta rescue -8.8%&-20.6% and EPAC1 ag 1.7%&2.0%.
